Shiga toxin inh: A qHTS for Small Molecule Inhibitors of Shiga Toxin | Vero cells, Shiga toxin protein synthesis inhibition reporter | 290,000 compounds, 9.2% hits | inhibition, % at 38.7 µM | AID 2315, 2010; in the data active means inhibition mostly above about 28%, no sharp cut-off; inactive means mostly below about 43%; further: 0% is about no effect
HCV inhibitor: qHTS Assay for Inhibitors of Hepatitis C Virus (HCV); Huh7.5.1 HCVcc-Cre infection, luciferase reporter, 44 h; Potency, µM (top dose mostly 41.8 µM), for inactives: at the top dose activity change, negative = inhibition, actives largely listed as inhibitors; 340,000 compounds, 3.4% hits; AID 651820, 2012; further: potency means the concentration at half of the fitted maximal effect; on the % scale 0 is the no-effect control and ±100 the full control effect
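Whole-lifecycle infectious HCVcc-Cre system; cells 1,000/well, compound then virus (~0.5 moi) added 4 h after plating, 44 h culture. Luciferase read 15 sec following 15 min substrate incubation, room temp.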
Pf growth 96h: Primary qHTS for delayed death inhibitors of the malarial parasite plastid, 96 hour incubation. P. falciparum luciferase reporter growth, 96 h. Potency, µM (titrated, usually from 28.7 µM), inactives show at the highest dose activity change, negative = inhibition, most hits filed as inhibitors. 320,000 compounds, 6.9% hits; further: potency means the concentration at half of the fitted maximal effect; on the % scale 0 is the no-effect control and ±100 the full control effect
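Two parasite generations (96 h, 37 C, 5% CO2) of compound exposure in infected erythrocytes (0.05% parasitemia, 2% hematocrit). Luciferase-reporter P. falciparum; decreased luminescence indicates inhibited growth, aimed at apicoplast-acting delayed death.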
Giardia FBPA inh: qHTS Assay for Inhibitors of Fructose-1,6-bisphosphate Aldolase from Giardia Lamblia | AID 2451, 2010 | purified Giardia FBPA | 290,000 compounds, 0.71% hits | Potency, µM (titrated, usually from 59.6 µM), without a hit: top-dose activity, negative = inhibition, usual class: inhibitors; further: potency means the concentration at half of the fitted maximal effect; on the % scale 0 is the no-effect control and ±100 the full control effect; nearly all actives have a fitted effect of over 55% in size
Target sequence (A8B2U2 whole entry, looked up): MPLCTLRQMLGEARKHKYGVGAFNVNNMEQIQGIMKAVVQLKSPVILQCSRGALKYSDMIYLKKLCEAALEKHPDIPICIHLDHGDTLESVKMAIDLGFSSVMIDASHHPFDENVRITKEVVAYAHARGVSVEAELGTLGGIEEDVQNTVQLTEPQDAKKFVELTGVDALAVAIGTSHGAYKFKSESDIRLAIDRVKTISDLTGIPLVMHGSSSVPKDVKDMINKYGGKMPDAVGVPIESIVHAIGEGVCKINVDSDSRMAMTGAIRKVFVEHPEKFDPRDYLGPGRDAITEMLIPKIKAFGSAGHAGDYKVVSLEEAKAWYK
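Giardia FBPA (40 nM reagent) was preincubated 10 min at RT with compound (up to 57.5 uM final), then substrate plus GAPDH/TPI/NAD/arsenate coupling system with diaphorase/resazurin was added; resorufin fluorescence (525/598 nm) was read after 20 min.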
Cycloheximide cs: Cycloheximide Counterscreen for Small Molecule Inhibitors of Shiga Toxin | cell reporter, cycloheximide protein synthesis inhibition counterscreen | max response, % | 300,000 compounds, 12% hits | AID 2314, 2010; in the data active means max response mostly above about 13%, no sharp cut-off; inactive means mostly below about 14%; further: read at 38.3 µM for the half of the compounds with a filed dose; 0% is about no effect
Pf growth 48h: Primary qHTS for delayed death inhibitors of the malarial parasite plastid, 48 hour incubation; Potency, µM (top dose mostly 28.7 µM), for inactives: at the top dose activity change, negative = inhibition, most hits filed as inhibitors; P. falciparum luciferase growth in erythrocytes, 48 h; 310,000 compounds, 5.9% hits; AID 504832, 2011; further: potency means the concentration at half of the fitted maximal effect; on the % scale 0 is the no-effect control and ±100 the full control effect
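Cell-based growth assay: transgenic P. falciparum expressing firefly luciferase, cultured in red cells within RPMI 1640 containing 0.5% w/v Albumax, 24 mM bicarbonate and gentamycin. A drop in luciferase activity indicates inhibition.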
The depositor's hits bear a star; ? = inconclusive; nt = no result given; & = joins results of further samples; [ ] = dose if it differs, or a comment. Unless noted, the call rests on the fitted dose curve; in most records, active means well fitted curve in the direction sought with a large enough effect; inconclusive means small, poorly fitted or top-dose-only effect, or another doubt; inactive means no such curve, though single readings can be large; an effect the other way counts as inactive or inconclusive. Compounds as they come; 24% or so of the library scored in one or more.

1. CCCCNC(=S)N(Cc1ccco1)Cc1cc2cc3c(cc2[nH]c1=O)OCCO3
2. COc1ccc(CN(C(=O)Cn2nnc3ccccc32)C(C(=O)NC(C)(C)C)c2ccco2)cc1 (stereo unspecified)
3. Cc1ccc(CC(NC(=O)c2ccccc2)C(=O)NC(Cc2ccccc2)C(=O)O)cc1 (stereo unspecified)
4. O=C(c1cccc(S(=O)(=O)N2CCN(c3ccccc3)CC2)c1)N1CC=C(c2ccccc2)CC1
5. O=C(CCCCCNC(=O)c1ccccc1)N/N=C/c1ccccc1
6. O=C(N/C(=C\c1cccc(Br)c1)C(=O)N1CCOCC1)c1ccco1
7. NC1=NC(=O)S/C1=C\c1ccc(F)cc1
8. O=C(NCc1ccccc1)c1cc(S(=O)(=O)N2CCOCC2)ccc1F

screen / no.,1,2,3,4,5,6,7,8
Shiga toxin inh,2.3,14.6,6.2,7.6,11.0,24.0,-5.2,-4.9
HCV inhibitor,?,15.8%,25.9%,?,3.2%,-6.3%,12.9%,-11.8%
Pf growth 96h,31.9%[activator],4.65µM*,?,?,1.47µM*,44.7%[activator],?,nt
Giardia FBPA inh,-4.4%,1.3%,13.9%,-0.5%,-9.7%,-2.9%,0.5%,2.0%
Cycloheximide cs,-0.5,-4.4,-2.4,-3.0,13.5,-2.3,-5.5,-4.9
Pf growth 48h,?,-10.8%,13.9%,?,-2.9%,21.3%,-2.6%,-22.3%

9. O=C(O)CCC(=O)Nc1ccc(N=Nc2ccccc2)cc1
10. O=C(CC1NCCNC1=O)OCc1ccccc1 (stereo unspecified)
11. CS(=O)(=O)Nc1nnc(CCc2ccccc2)s1
12. O=C(Nc1ccccc1Cl)N1CCN(c2ccc3nnc(-c4ccccc4)n3n2)CC1
13. O=C(NC(=S)N1CCN(C/C=C/c2ccccc2)CC1)c1cccnc1
14. CC[C@H]1OC(=O)[C@H](C)[C@@H](O[C@H]2C[C@@](C)(OC)[C@@H](O)[C@H](C)O2)C(C)[C@@H](O[C@@H]2O[C@H](C)C[C@H](N(C)C)[C@@H]2O)[C@](C)(OC)C[C@@H](C)C(=O)[C@H](C)[C@@H](O)[C@]1(C)O (stereo partly specified)
15. O=C(C1=NOC(CNc2ncc(C(F)(F)F)cc2Cl)C1)N1CCOCC1 (stereo unspecified)
16. O=C(Cn1nc2ccccc2n1)N/N=C/c1ccc(F)cc1

screen / no.,9,10,11,12,13,14,15,16
Shiga toxin inh,16.5,23.8,nt,-10.7,23.9,nt,-8.3,-5.6
HCV inhibitor,20.9%,-3.3%,28.1%,-16.9%,-0.1%,nt,-27.7%,-3.6%
Pf growth 96h,96.4%[activator],nt,?,?,3.29µM*,1.35µM*,5.6%,35.5%[activator]
Giardia FBPA inh,25.7%,2.5%,-19.4%,-3.7%,11.2µM*,-3.7%,0.4%,0.0%
Cycloheximide cs,6.6,3.5,0.5,-5.8,-1.7,nt,11.8,0.5
Pf growth 48h,45.6%[activator],4.4%,-7.5%,nt,9.28µM*,13.5µM*,35.6%[activator],52.6%[activator]

17. CCOc1ccc(S(=O)(=O)c2c[nH]c3ccc(C)cc3c2=O)cc1
18. Cc1cc(Br)ccc1NC(=O)CN(C)C(=O)CN1C(=O)NC(C)(C2CC2)C1=O (stereo unspecified)
19. COc1ccc([N+](=O)[O-])cc1NC(=O)Cn1ccc(C(F)(F)F)n1
20. Cc1cc(C)c2c(=O)[nH]c(SCC(=O)N(C)C)nc2n1
21. CCCCOC(=O)NCN1C(=O)C2C3C=CC(C3)C2C1=O (stereo unspecified)
22. CCN(CC(=O)Nc1ccc(NC(C)=O)cc1)C(=O)c1cccc(-n2cccc2)c1
23. O=C(NCc1ccccc1)N[C@@H](Cc1ccccc1)C(=O)O
24. Cc1cccc(-c2nc(CSCC(=O)NCc3cccs3)c(C)o2)c1

screen / no.,17,18,19,20,21,22,23,24
Shiga toxin inh,3.3,nt,-2.4,12.4,17.4,nt,10.1,27.4
HCV inhibitor,-1.0%,-1.4%,?,7.2%,6.8%,10.3%,3.9%,-26.2%
Pf growth 96h,21.6%,-17.8%,-24.6%,2.1%,80.5%[activator],-8.9%,?,45.9%[activator]
Giardia FBPA inh,9.5%,nt,-3.6%,-0.2%,4.7%,nt,10.7%,6.9%
Cycloheximide cs,-3.0,nt,0.9,-4.4,-1.8,nt,-3.9,-1.0
Pf growth 48h,-3.7%,-15.0%,-14.2%,-1.2%,5.1%,-1.4%,17.1%,7.5%

25. CN1CCN(c2ccc(S(C)(=O)=O)cc2[N+](=O)[O-])CC1
26. CCn1c(COc2ccc3ccccc3c2C)nnc1SCC(=O)Nc1cccc(C(=O)O)c1
27. Cc1c(NS(=O)(=O)c2ccc(F)cc2)c(=O)n(-c2ccccc2)n1C
28. Cc1ccc(C2(C)NC(=O)N(CC(=O)Nc3ccc(N4CCOCC4)cc3N3CCOCC3)C2=O)cc1 (stereo unspecified)
29. O=C(CCl)NC(=O)NC12CC3CC(CC(C3)C1)C2
30. CCC(=O)c1c[nH]c(C(=O)NCc2cccc(C(F)(F)F)c2)c1
31. Cc1cc(C)n(C(=O)Cn2nc(C)c(Cl)c2C)n1
32. CCOC(=O)C1=C(C)NC2(O)c3ccccc3C(=O)C12O (stereo unspecified)

screen / no.,25,26,27,28,29,30,31,32
Shiga toxin inh,1.9,42.3,nt,nt,-7.5,2.5,3.4,12.6
HCV inhibitor,35.5%[activator],26.5%,-4.8%,35.7%[activator],1.0%,?,16.2%,5.4%
Pf growth 96h,11.7µM*,?,179.0%[activator],?,?,1.0%,?,7.8%
Giardia FBPA inh,21.9%,nt,9.3%,nt,-13.4%,5.4%,2.2%,-22.5%
Cycloheximide cs,-2.2,7.5,-1.4,nt,-2.5,-1.6,-0.6,-6.0
Pf growth 48h,6.3%,2.4%,-11.6%,-11.0%,0.0%,-1.6%,-17.1%,0.0%

Fetched by structure from the list above (4):
23. O=C(NCc1ccccc1)N[C@@H](Cc1ccccc1)C(=O)O
16. O=C(Cn1nc2ccccc2n1)N/N=C/c1ccc(F)cc1
3. Cc1ccc(CC(NC(=O)c2ccccc2)C(=O)NC(Cc2ccccc2)C(=O)O)cc1 (stereo unspecified)
11. CS(=O)(=O)Nc1nnc(CCc2ccccc2)s1

screen / no.,23,16,3,11
Shiga toxin inh,10.1,-5.6,6.2,nt
HCV inhibitor,3.9%,-3.6%,25.9%,28.1%
Pf growth 96h,?,35.5%[activator],?,?
Giardia FBPA inh,10.7%,0.0%,13.9%,-19.4%
Cycloheximide cs,-3.9,0.5,-2.4,0.5
Pf growth 48h,17.1%,52.6%[activator],13.9%,-7.5%

Continued.
33. CN1C(=O)SC(Nc2ccc(F)cc2)C1=O (stereo unspecified)
34. O=C1OC(/C(=C\Nc2ccccc2)[N+](=O)[O-])c2ccccc21 (stereo unspecified)
35. COc1cccc(CNc2ccc([N+](=O)[O-])cc2C)c1
36. Cc1nc2cc3sc(C)nc3cc2s1
37. CC1=C/C(=N\S(=O)(=O)c2ccccc2)C(C(C)C)=CC1=O
38. Cc1c(NC(=O)c2ccccc2F)c(=O)n(-c2ccccc2)n1C
39. FC(F)(F)c1cc(C(F)(F)F)c2ccc(Oc3ccccc3)nc2n1
40. CC(C)(C#CC(O)(c1ccccc1)c1ccccc1)N1CCCCC1

screen / no.,33,34,35,36,37,38,39,40
Shiga toxin inh,-0.9,-9.5,-2.0,72.9*,22.1,-6.3,-21.5,-10.0
HCV inhibitor,9.5%,-10.6%,-16.6%,7.8%,nt,26.6%,-17.6%,-9.8%
Pf growth 96h,?,?,16.6%,?,20.5%,?,107.4%[activator],?
Giardia FBPA inh,7.9%,2.1%,-3.9%,-15.3%,-9.2%,8.1%,3.1%,-3.2%
Cycloheximide cs,-1.7,1.1,1.8,33.3*,-2.8,-2.0,-0.4,-3.0
Pf growth 48h,-9.9%,44.9%[activator],?,62.0%[activator],?,11.8%,?,?

New compounds follow.
No.	SMILES	Shiga toxin inh	HCV inhibitor	Pf growth 96h	Giardia FBPA inh	Cycloheximide cs	Pf growth 48h
41	CC(CNCC1CCCO1)COc1ccccc1 (stereo unspecified)	-14.4	7.9%	-21.3%	?	10.5	nt
42	O=C(N/C(=C\c1ccccc1)C(=O)N1CCN(CCO)CC1)c1ccccc1	-4.8	24.6%	-9.7%	-3.2%	-2.1	4.4%
43	O=C(Nc1nnc(SCc2ccccc2)s1)C1=COCCO1	nt	?	43.1%[activator]	nt	nt	27.7%
44	CC(=O)c1cccc(NC(=S)NC(=O)CC(C)(C)C)c1	29.7	-5.7%	-15.2%	0.6%	20.2*	-11.2%
45	O=C(Nc1ccccc1N1CCOCC1)c1cc(-c2ccco2)nc2ccccc12	-11.6	?	nt	-11.4%	2.5	?
46	Nc1nc(Br)c2ccccc2c1-c1ccc(F)cc1	-1.3	6.1%	?	-2.4%	1.5	?
47	CCCCCn1cnc2c(=S)nc(N)[nH]c21	-6.8	?	?	2.81µM*	-1.0	?
48	CC(=O)Nc1ccccc1OCC(=O)c1cc(C)n(Cc2cccs2)c1C	126.7*	?	56.3%[activator]	0.3%	66.3*	150.1%[activator]
49	Cc1cc(C)c(S(=O)(=O)Nc2cc(C)on2)c(C)c1	-7.1	16.8%	0.0%	-7.8%	-1.1	0.3%
50	CC(=O)N1/C(=C/c2ccc(N(C)C)cc2)C(=O)c2ccccc21	21.8	24.6%	?	-10.4%	21.6*	-17.8%
51	COc1ccccc1N1CCN(CCc2ccccc2)CC1	12.3	5.6%	-16.4%	?	1.7	24.1%
52	COCC(=O)Nc1sc2c(c1C(=O)OC)CCC(C)C2 (stereo unspecified)	36.6	7.08µM*	nt	0.8%	12.4*	3.3%
53	CCN1C(=O)C(CC(=O)Nc2ccc(OC)cc2)N(CCCN2CCN(c3ccc(F)cc3)CC2)C1=S (stereo unspecified)	-4.6	?	-25.4%	-4.2%	-10.7	?
54	CCCN1C2CCCC1CC(NC(=O)Nc1cccc(C(C)=O)c1)C2 (stereo unspecified)	-10.6	2.82µM*	?	6.1%	-1.9	?
55	CN(c1ccccc1)c1nc(N)c(C#N)c(CC#N)c1C#N	0.9	9.7%	?	-11.9%	-1.2	5.3%
56	CN(C)N1C(N)=C(C#N)C(c2ccc(Br)cc2)C2=C1CC(C)(C)CC2=O (stereo unspecified)	-3.4	15.5%	13.5%	-26.5%	-0.9	2.0%[0.00184 µM]
57	CC(C(=O)OCn1nnc2ccccc2c1=O)N1C(=O)c2ccccc2C1=O (stereo unspecified)	-8.0	6.0%&6.0%	?	1.5%	-1.3	1.0%
58	COc1cc(C(=O)NCC(c2ccco2)N2CCOCC2)cc(OC)c1OC (stereo unspecified)	nt	8.3%	5.1%	nt	nt	?
59	CCCCNC(=O)c1cccc(NC(=O)C(=O)c2ccccc2NC(C)=O)c1	-9.9	?	7.4%	7.1%	-2.3	-4.1%
60	COc1cccc(C(=O)/C=C/c2ccc(N3CCCCC3)c([N+](=O)[O-])c2)c1	60.5*	?	-77.2%	0.3%	29.0*	?

Assay outcomes as filed in PubChem BioAssay.
